Screens (PubChem BioAssay)
AmpC detergent: blocks E. coli AmpC beta-lactamase in detergent assay | P00811 | AID 485294 | hit rate 0.041% among 370,000 | Potency, µM (top dose mostly 114 µM), inactives show at the top dose activity change, negative = inhibition, most hits filed as inhibitors | AmpC hydrolysis of nitrocefin, absorbance 480 nm, 0.01% Triton;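 also: potency is read from the fitted curve at half-maximal effect; 0% = no-compound wells and -100% = no-enzyme wells; nearly all actives have a fitted effect of over 25% in size; some results filed as inactive show a strong effect at the top dose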
Target sequence (P00811 whole entry, looked up): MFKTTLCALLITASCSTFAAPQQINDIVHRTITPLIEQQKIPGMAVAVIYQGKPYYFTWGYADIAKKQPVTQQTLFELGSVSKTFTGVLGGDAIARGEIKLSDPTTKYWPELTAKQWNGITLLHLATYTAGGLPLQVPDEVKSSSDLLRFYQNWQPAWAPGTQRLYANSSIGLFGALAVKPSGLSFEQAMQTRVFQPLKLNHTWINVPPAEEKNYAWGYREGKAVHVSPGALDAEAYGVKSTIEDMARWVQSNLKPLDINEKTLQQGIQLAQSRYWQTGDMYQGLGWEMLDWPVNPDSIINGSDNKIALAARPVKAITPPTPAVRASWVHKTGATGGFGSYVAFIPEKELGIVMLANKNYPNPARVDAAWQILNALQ
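20 mM phosphate pH 7.0 + 0.01% (detergent screen) or 0.0001% Triton X-100; 5.3 nM AmpC reagent; cpd preinc 15 min RT; nitrocefin (800 uM stock) to start; A480 q20 s × 4 min; Activity was normalised to no-enzyme and no-compound control wells.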
AmpC no deterg: inhibitors of E. coli AmpC beta-lactamase without detergent; P00811; AID 485341; Potency, µM (highest dose often 57.1 µM), for inactives: at the highest dose activity change, negative = inhibition, actives largely listed as inhibitors; hit rate 0.52% among 330,000; AmpC nitrocefin hydrolysis, absorbance 480 nm, 0.0001% Triton;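 also: potency is read from the fitted curve at half-maximal effect; plate controls were no compound for no effect and no enzyme for full effect; nearly all actives have a fitted effect of over 20% in size; some results filed as inactive show a strong effect at the top dose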
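20 mM phosphate pH 7.0 + 0.01% (detergent screen) or 0.0001% Triton X-100; 5.3 nM AmpC reagent; cpd preinc 15 min RT; nitrocefin (800 uM stock) to start; A480 q20 s × 4 min; Activity was normalised to no-enzyme and no-compound control wells.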
AMA1 RON2 block: AMA1-RON2 (P. falciparum) interaction inhibition; AlphaScreen AMA1-biotinylated RON2 peptide binding; Potency, µM (highest dose often 58.2 µM), inactives show top-dose activity change, negative = inhibition, most hits filed as inhibitors; hit rate 0.2% among 360,000; AID 720542;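 also: potency is read from the fitted curve at half-maximal effect; 0% = vehicle wells and -100% = peptide control; nearly all actives have a fitted effect of over 45% in size; some results filed as inactive show a strong effect at the top dose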
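AMA1 (3D7) with his tag at 25 nM final met compounds first, then biotinylated RON2 peptide at 25 nM; detection used donor plus acceptor beads, 10 µg/mL apiece, read by AlphaScreen after 30 min at room temperature.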
Shiga toxin inh: blocks Shiga toxin action in Vero cells; inhibition, % at 38.7 µM; hit rate 9.2% among 290,000; Vero cells, Shiga toxin protein synthesis inhibition reporter; in the data active = inhibition mostly above about 28%, no sharp cut-off; inactive = mostly below about 43%; also: 0% is about no effect
CHX counter: counter-screen hit for Shiga toxin inhibitors, cycloheximide. AID 2314. max response, %. cell reporter, cycloheximide protein synthesis inhibition counterscreen. hit rate 12% among 300,000; in the data active = max response mostly above about 13%, no sharp cut-off; inactive = mostly below about 14%; also: read at 38.3 µM for the half of the compounds with a filed dose; 0% is about no effect
HCMV inh: blocks human cytomegalovirus replication; activity change, negative = inhibition, % at 57.5 µM; hit rate 4.5% among 410,000; HFF cells, HCMV-luciferase reporter, 72 h; hits give low values; AID 1259415; in the data active = activity change below about -60%; inconclusive = no clear call, values can overlap the other calls; inactive = above about -39%; also: % is scaled to controls: 0 for no effect and ±100 for the full control effect
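Steps: HFFs plated, 16 h 37C; compounds added; HCMV-luciferase added to MOI 1 PFU/cell; 72 h 37C; OneGlo reagent, 5 min room temperature; luminescence read, normalized to controls.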
Giardia FBPA inh: blocks Giardia fructose-bisphosphate aldolase activity; A8B2U2; purified Giardia FBPA; Potency, µM (highest dose often 59.6 µM), without a hit: top-dose activity, negative = inhibition, hits mostly inhibitors; hit rate 0.71% among 290,000; AID 2451; also: potency is read from the fitted curve at half-maximal effect; % is scaled to controls: 0 for no effect and ±100 for the full control effect; nearly all actives have a fitted effect of over 55% in size
Target sequence (A8B2U2 whole entry, looked up): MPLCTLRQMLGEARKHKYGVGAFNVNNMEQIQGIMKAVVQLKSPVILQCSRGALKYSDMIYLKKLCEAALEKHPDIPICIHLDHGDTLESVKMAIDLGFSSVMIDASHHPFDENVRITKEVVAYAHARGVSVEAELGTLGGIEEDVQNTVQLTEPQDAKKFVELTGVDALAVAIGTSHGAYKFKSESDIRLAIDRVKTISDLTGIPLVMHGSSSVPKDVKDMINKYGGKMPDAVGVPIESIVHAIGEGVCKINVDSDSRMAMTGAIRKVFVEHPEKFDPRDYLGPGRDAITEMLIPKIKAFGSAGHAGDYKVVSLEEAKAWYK
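40 nM FBPA preincubated 10 min at RT with compound (up to 57.5 uM final), then substrate plus GAPDH/TPI/NAD/arsenate coupling and diaphorase/resazurin added. Fluorescence read after 20 min at RT, 525/598 nm.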
Starred values were filed as active, the others as inactive; ? = inconclusive; / = no result given; & = joins results of further samples; [ ] = dose if it differs, or a comment. Unless noted, calls follow the shape of the dose curve; as a rule, active = well fitted curve in the direction sought with a large enough effect; inconclusive = small, poorly fitted or top-dose-only effect, or another doubt; inactive = no such curve, though single readings can be large; an effect the other way counts as inactive or inconclusive.

1) O=C(CCc1ccc(S(=O)(=O)N2CCOCC2)cc1)OCc1nc2ccccc2s1
2) O=C(COC(=O)c1ccc(Cl)s1)c1cc2ccccc2o1
3) CCCn1nnc(NC(=O)c2ccc(Cl)cc2Cl)n1
4) COc1cc(C2CC(c3c(C)cc(C)[nH]c3=O)=NN2c2ccccc2F)cc(OC)c1OC (stereo not drawn)
5) CCOC(=O)N1CCN(CCC(=O)Nc2cc(C)ccc2OC)CC1
6) COc1ccc(/C=C(\NC(=O)c2ccco2)C(=O)N2CCCCC2)cc1
7) Cc1cc(=O)[nH]c2cc(Cl)ccc12
8) CCOC(=O)CSc1nc2ccc(N3CCOCC3)cc2c(=O)n1Cc1ccc2c(c1)OCO2
9) C/C(=N/NC(=O)CNC(=O)c1ccccc1)c1ccc(C)cc1
10) COC(=O)C1C(=O)C=C(Nc2ccc(F)cc2)CC1c1ccc(OC)cc1 (stereo not drawn)
entry no. | 1 | 2 | 3 | 4 | 5 | 6 | 7 | 8 | 9 | 10
AmpC detergent | 0% | 2% | 16% | 6% | 0% | -2% | ? | -2% | 5% | -10%
AmpC no deterg | 63%[activator] | -55% | -7% | 173%[activator] | 0% | -3% | -10% | 0% | -30% | -19%
AMA1 RON2 block | -17% | 9% | 124%[activator] | -3% | 4% | -8% | 6% | / | 5% | 1%
Shiga toxin inh | 109* | -20 | 113* | -3 | -12 | -2 | -8 | 25 | -4 | 40
CHX counter | 73* | 19 | 45* | -2 | -2 | -6 | -3 | 13 | -3 | 25*
HCMV inh | 57 | -8 | 112 | 74 | 35 | 4 | -32 | / | -29 | -9
Giardia FBPA inh | 1% | 0% | -3% | 4% | 1% | 4% | -3% | ? | 4% | 6%

11) COc1cc(OC)cc(C(=O)Nc2ccc3c(c2)OCCO3)c1
12) Cc1occc1C(=O)NCCCCc1ccccc1
13) CCOc1ccc(C(=O)CCC(=O)NN2C(=O)NC3(CCCCC3)C2=O)cc1
14) CC(OC(=O)C12CCC(=O)N1c1ccccc1S2)C(=O)Nc1cccc(Cl)c1 (stereo not drawn)
15) O=C1CSC(c2ccc(F)cc2)N1c1nc2ccccc2s1 (stereo not drawn)
16) COc1cccc(CNC(=O)C(=O)NCCC2CCCCN2S(=O)(=O)c2ccccc2)c1 (stereo not drawn)
17) COc1cccc2cc(C(=O)N3CCN(c4ncccn4)CC3)c(=O)oc12
18) CCc1ccc(NC(=S)NCC2CCCN2CC)cc1 (stereo not drawn)
19) COc1ccc(NC(=O)c2ccc(CN3CCN(c4ccccc4)CC3)cc2)cc1
20) CCCCNc1nc(=S)[nH]c2cc(OC)c(OC)cc12
entry no. | 11 | 12 | 13 | 14 | 15 | 16 | 17 | 18 | 19 | 20
AmpC detergent | ? | -2% | 2% | ? | -5% | ? | -5% | -1% | 3% | 0%
AmpC no deterg | -24% | -25% | -5% | -20% | -29% | -4% | -17% | -16% | -49% | -12%
AMA1 RON2 block | 0% | 11% | 0% | -2% | -24% | 5% | 17% | -1% | 0% | 69%[activator]
Shiga toxin inh | / | 55* | / | / | 6 | / | 15 | 30 | 3 | 17
CHX counter | 26* | 23* | / | / | -1 | / | 14* | 15 | 4 | -7
HCMV inh | 5&46 | -26 | 1 | -15 | 32 | -35 | 3 | -38 | -34 | 41
Giardia FBPA inh | -3% | -13% | / | / | 1% | / | -5% | -4% | -5% | -11%

Nine structures already listed, sorted by heavy-atom count, lowest first.
12) Cc1occc1C(=O)NCCCCc1ccccc1
18) CCc1ccc(NC(=S)NCC2CCCN2CC)cc1 (stereo not drawn)
15) O=C1CSC(c2ccc(F)cc2)N1c1nc2ccccc2s1 (stereo not drawn)
9) C/C(=N/NC(=O)CNC(=O)c1ccccc1)c1ccc(C)cc1
10) COC(=O)C1C(=O)C=C(Nc2ccc(F)cc2)CC1c1ccc(OC)cc1 (stereo not drawn)
14) CC(OC(=O)C12CCC(=O)N1c1ccccc1S2)C(=O)Nc1cccc(Cl)c1 (stereo not drawn)
19) COc1ccc(NC(=O)c2ccc(CN3CCN(c4ccccc4)CC3)cc2)cc1
16) COc1cccc(CNC(=O)C(=O)NCCC2CCCCN2S(=O)(=O)c2ccccc2)c1 (stereo not drawn)
8) CCOC(=O)CSc1nc2ccc(N3CCOCC3)cc2c(=O)n1Cc1ccc2c(c1)OCO2
entry no. | 12 | 18 | 15 | 9 | 10 | 14 | 19 | 16 | 8
AmpC detergent | -2% | -1% | -5% | 5% | -10% | ? | 3% | ? | -2%
AmpC no deterg | -25% | -16% | -29% | -30% | -19% | -20% | -49% | -4% | 0%
AMA1 RON2 block | 11% | -1% | -24% | 5% | 1% | -2% | 0% | 5% | /
Shiga toxin inh | 55* | 30 | 6 | -4 | 40 | / | 3 | / | 25
CHX counter | 23* | 15 | -1 | -3 | 25* | / | 4 | / | 13
HCMV inh | -26 | -38 | 32 | -29 | -9 | -15 | -34 | -35 | /
Giardia FBPA inh | -13% | -4% | 1% | 4% | 6% | / | -5% | / | ?

(next part)
21) O=C1NC(=O)C(CCc2ccncc2)(Cc2ccc(OCc3ccccc3)cc2)C(=O)N1
22) CC(C)(C)N1CC(c2nc3ccccc3n2CCOc2ccccc2)CC1=O (stereo not drawn)
23) CCOc1ccc(-c2cc(C(=O)NN)[nH]n2)cc1
24) Oc1ccc(/C=N/Nc2nccnc2Cl)c(O)c1
25) CCn1cc(C(=O)NCC(C)C)c(=O)c2cc(F)c(N3CCN(C)CC3)cc21
26) O=C(CN1CCN(C(=O)c2cccc(S(=O)(=O)N3CCCC3)c2)CC1)Nc1ccccc1Cl
27) COC(=O)C(C(=O)OC)c1ccc(NC(=O)c2cccc(Cl)c2)cc1
28) CCOC(=O)C1(CC)NC(c2cccc(F)c2)C2C(=O)N(CC)C(=O)C21 (stereo not drawn)
29) Cc1ccc(S(=O)(=O)CCC(=O)OC(C)C(=O)N2CCc3ccccc32)cc1 (stereo not drawn)
30) COc1cc(C)c(CN2CCCCC2CO)cc1C (stereo not drawn)
entry no. | 21 | 22 | 23 | 24 | 25 | 26 | 27 | 28 | 29 | 30
AmpC detergent | -1% | 3% | -12% | 8% | -3% | -1% | 0% | -5% | -12% | ?
AmpC no deterg | -20% | 106%[activator] | -18% | -23% | 33% | 156%[activator] | -14% | -6% | 0% | -16%
AMA1 RON2 block | 11% | 4% | 66%[activator] | -1% | 14% | -5% | -16% | -2% | 5% | -5%
Shiga toxin inh | -4 | -12 | 44* | 124* | -12 | / | 3 | -13 | / | -2
CHX counter | 0 | -3 | 43* | 49* | -1 | / | -1 | -5 | / | -4
HCMV inh | 4 | 29 | -7 | -97* | 30 | -20 | -21 | 24 | -4 | -1
Giardia FBPA inh | 3% | 6% | 4% | -4% | 0% | / | -1% | 1% | / | 4%

31) COc1ccccc1OCCSc1ncnc2nc[nH]c12
32) C#CCOCCOCCOCCNc1nc(N2CCN(C(=O)CCCCCCCCCCNC(=O)Cn3cc(C[C@@H](C)O)nn3)CC2)nc(N2CCN(C(=O)CCCCCCCCCCNC(=O)[C@@H]([C@H](C)O)n3cc(C)nn3)CC2)n1
33) COc1ccc(Cl)cc1C(=O)Nc1ccc2c(c1)OCCO2
34) COc1ccc(CC(=O)NNc2ncnc3c2cnn3C)cc1OC
35) ClC1=C(Cl)C2(Cl)C3C(Cl)C=CC3C1(Cl)C2(Cl)Cl (stereo not drawn)
36) O=C1CC(c2ccccc2)CC(O)=C1C=Nc1ccc(O)cc1 (stereo not drawn)
37) COc1ccc(C2NS(=O)(=O)OCC2C)cc1 (stereo not drawn)
38) O=C(Nc1ccccc1-c1ccccc1)c1cccc([N+](=O)[O-])c1
39) COc1ccc(S(=O)(=O)NCCSCc2ccc(Cl)cc2)cc1NC(C)=O
40) O=C(NC1CCCCC1)N(Cc1cc2cc3c(cc2[nH]c1=O)OCCO3)CC1CCCO1 (stereo not drawn)
entry no. | 31 | 32 | 33 | 34 | 35 | 36 | 37 | 38 | 39 | 40
AmpC detergent | -2% | ? | -11% | -11% | -1% | -7% | -14% | 12% | -9% | ?
AmpC no deterg | -3% | 255%[activator] | -17% | -10% | -19% | -34% | -17% | -22% | 3% | -3%
AMA1 RON2 block | -14% | 9% | -2% | 80%[activator] | -5% | 4% | 8% | -8% | 9% | -2%
Shiga toxin inh | 19 | / | 36* | -5 | / | 62 | -10 | 122* | / | -7
CHX counter | -2 | / | 30* | -2 | / | 18* | -4 | 31* | / | -3
HCMV inh | -21 | / | 197 | -35 | -8 | ? | / | -24 | -29 | -22
Giardia FBPA inh | -27% | / | -9% | -6% | 6% | -2% | 6% | -2% | / | 0%

41) C#CCn1c(CCNC(=O)c2ccco2)nc2ccccc21
42) Cc1ccc(Nc2nc3nonc3nc2N(C)C)cc1
43) C=CCn1c(Oc2cccc(C)c2)nc2c1c(=O)n(C)c(=O)n2C
44) Cc1c(C(=O)NCc2cccnc2)oc2ccc(S(=O)(=O)N3CC(C)CC(C)C3)cc12 (stereo not drawn)
45) COc1ccc(N2CCN(C(=O)CCNS(=O)(=O)c3cc(Br)cnc3N)CC2)cc1
46) O=C(O)c1ccccc1-c1ccccc1C(=O)Nc1ccc(OC(F)(F)F)cc1
47) CC(=O)c1c(O)c2cccc3c2n(c1=O)CCC3
48) C/C=C(/C)C(=O)Nc1cccc(C2=NOC3(C2)C[C@@H](C(N)=O)N(C(=O)C2(C)CC2)C3)c1 (stereo partly drawn)
49) O=C(COC(=O)/C=C/c1cccc([N+](=O)[O-])c1)NCC1CCCO1 (stereo not drawn)
50) CCn1c(NC(=O)C(C)C)c(-c2cccs2)c(=O)c2ccccc21
entry no. | 41 | 42 | 43 | 44 | 45 | 46 | 47 | 48 | 49 | 50
AmpC detergent | -8% | -9% | -11% | 4% | -10% | -23% | -8% | 0% | -9% | 7%
AmpC no deterg | 6% | -23% | 39% | ? | 52% | -23% | -5% | -7% | 17% | -9%
AMA1 RON2 block | 33%[activator] | -7% | -3% | -3% | -5% | 17% | -10% | -6% | 6% | 3%
Shiga toxin inh | 19 | -9 | 25 | 3 | -6 | -9 | 10 | -8 | 19 | -2
CHX counter | -1 | -3 | -6 | -1 | 25 | -1 | 1 | 0 | 2 | 0
HCMV inh | -22 | 28 | -10 | -26 | / | 32 | -30 | 11 | 55 | 6
Giardia FBPA inh | -11% | 5% | 7% | 5% | -17% | 11% | -5% | 3% | 1% | 0%

51) COc1ccc(S(=O)(=O)N2CCCCC2)cc1NC(=O)C1CC1C (stereo not drawn)
52) CCOc1cc(CNCCc2cccc(F)c2)ccc1OC
53) O=C(O)CC(SCC(=O)Nc1ccccc1)C(=O)O (stereo not drawn)
54) COC(=O)c1sc2cc(C(F)(F)F)cnc2c1-c1cccnc1
entry no. | 51 | 52 | 53 | 54
AmpC detergent | 1% | 1% | 2% | 2%
AmpC no deterg | -13% | -25% | -16% | ?
AMA1 RON2 block | -1% | 9% | 2% | 19%
Shiga toxin inh | / | -2 | -10 | -8
CHX counter | / | -2 | 4 | -4
HCMV inh | ? | 19 | 20 | 12
Giardia FBPA inh | / | ? | 7% | -5%
